PAFAH2 FP inh – inhibitors of human PAFAH2. inhibition, % at 3.39 µM. recombinant PAFAH2, FP-rhodamine activity probe, fluorescence polarization. AID 492956. actives 0.99% (n = 340,000);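 active = inhibition above the mean over all tested compounds plus 3 SD, cut at about 30% in these data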;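 note: inhibitors block probe labeling of enzyme so polarization drops; 0% = enzyme with DMSO and 100% = wells lacking PAFAH2 protein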
PAFAH1B2 FP inh – inhibitors of human PAFAH1B2; P68402; recombinant PAFAH1B2, FP-rhodamine activity probe, fluorescence polarization; inhibition, % at 3.39 µM; actives 1.2% (n = 340,000);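 active = inhibition above the mean of all tested compounds plus 3 SD, cut at about 24% in these data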;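 note: 0% = enzyme with DMSO and 100% = wells lacking PAFAH1B2; many of its hits are not listed in these tables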
Target sequence (P68402 whole entry, looked up): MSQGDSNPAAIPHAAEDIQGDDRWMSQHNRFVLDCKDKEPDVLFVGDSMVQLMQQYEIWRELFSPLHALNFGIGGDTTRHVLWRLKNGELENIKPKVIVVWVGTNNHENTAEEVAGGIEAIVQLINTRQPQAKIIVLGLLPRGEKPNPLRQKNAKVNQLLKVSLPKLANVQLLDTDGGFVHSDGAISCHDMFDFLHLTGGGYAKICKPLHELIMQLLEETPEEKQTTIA
ZTA DNA inh – blocks Epstein-Barr virus ZTA, an EBNA-1 counter-screen | ZTA-DNA binding, fluorescence polarization | AID 2234 | inhibition, % at 11 µM | actives 0.15% (n = 320,000); in the data active = inhibition above about 33%
Target sequence (P03206 whole entry, looked up): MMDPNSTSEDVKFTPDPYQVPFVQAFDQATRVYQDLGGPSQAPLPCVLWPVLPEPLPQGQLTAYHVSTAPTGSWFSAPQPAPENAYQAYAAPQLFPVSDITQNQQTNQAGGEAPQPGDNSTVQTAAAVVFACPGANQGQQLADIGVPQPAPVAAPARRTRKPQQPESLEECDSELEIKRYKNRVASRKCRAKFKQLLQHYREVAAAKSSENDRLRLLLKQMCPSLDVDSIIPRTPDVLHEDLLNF
EBNA-1 inhibitor – blocks EBNA-1 binding to DNA; inhibition, % at 14.8 µM; AID 1950; actives 0.34% (n = 300,000); EBNA-1 DNA binding, fluorescence polarization; in the data active = inhibition above about 28%
PREPL inhibitor – human PREPL enzyme inhibition | recombinant PREPL, fluorescence polarization activity-based probe | inhibition, % at 5.96 µM | actives 0.68% (n = 320,000); in the data active = inhibition above about 43%;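 note: 0% = enzyme with DMSO and 100% = wells lacking enzyme; many of its hits are not listed in these tables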
LYPLA1 counter – counter-screen for PME1 inhibitors: inhibitors of human LYPLA1 | recombinant LYPLA1, FP-Rh probe fluorescence polarization | inhibition, % at 5.9 µM | actives 0.16% (n = 320,000) | AID 2174;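 active = inhibition above the mean of all tested compounds plus 3 SD, set per campaign, cut at about 14% in these data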;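 note: inhibitors block serine hydrolase probe labeling of LYPLA1 so polarization falls; 0% = enzyme with DMSO and 100% = wells lacking LYPLA1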
Target sequence (O75608 whole entry, looked up): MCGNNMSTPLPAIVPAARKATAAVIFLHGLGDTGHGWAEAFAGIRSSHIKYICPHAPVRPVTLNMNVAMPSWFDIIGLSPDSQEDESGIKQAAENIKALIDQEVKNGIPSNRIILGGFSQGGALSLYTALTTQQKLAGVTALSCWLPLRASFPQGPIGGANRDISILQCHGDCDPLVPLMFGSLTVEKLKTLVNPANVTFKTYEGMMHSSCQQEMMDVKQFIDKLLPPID
pPAFAH FP inh – inhibitors of human plasma PAF acetylhydrolase (pPAFAH) | actives 1.5% (n = 330,000) | inhibition, % at 3.39 µM | recombinant pPAFAH, FP-rhodamine probe fluorescence polarization;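 active = inhibition above the mean inhibition across the screen plus 3 SD, cut at about 25% in these data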;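 note: inhibitors block binding of the rhodamine activity-based probe so polarization drops; 0% = enzyme with DMSO and 100% = wells lacking pPAFAH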
LYPLA2 counter – blocks human lysophospholipase 2, a PME1 counter-screen | inhibition, % at 5.9 µM | recombinant LYPLA2, FP-Rh probe fluorescence polarization | actives 0.38% (n = 320,000) | O95372 | AID 2177;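 active = inhibition above the screen-wide mean plus 3 SD, limit set per campaign, cut at about 26% in these data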;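 note: 0% = LYPLA2 with DMSO and 100% = wells lacking LYPLA2 enzyme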
PAFAH1B3 inh – blocks human PAF acetylhydrolase 1B catalytic subunit 3 | Q15102 | recombinant PAFAH1B3, FP-rhodamine probe, fluorescence polarization | inhibition, % at 3.39 µM | actives 0.28% (n = 340,000) | AID 492972;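 active = inhibition above the screen-wide average of all tested compounds plus 3 SD, cut at about 25% in these data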;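 note: 0% = enzyme with DMSO only and 100% = wells lacking PAFAH1B3 protein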
Target sequence (Q15102 whole entry, looked up): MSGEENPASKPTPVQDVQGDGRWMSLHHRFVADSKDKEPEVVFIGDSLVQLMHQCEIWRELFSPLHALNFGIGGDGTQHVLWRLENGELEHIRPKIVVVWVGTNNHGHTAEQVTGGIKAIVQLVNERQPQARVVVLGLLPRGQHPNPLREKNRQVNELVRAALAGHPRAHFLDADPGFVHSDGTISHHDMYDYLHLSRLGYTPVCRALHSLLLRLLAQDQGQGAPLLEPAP
Starred values were filed as active, the others as inactive; nt = no result given; & = joins results of further samples. These rows are one share of the data (hit frequency here may not be typical).

Keys: A = PAFAH2 FP inh; B = PAFAH1B2 FP inh; C = ZTA DNA inh; D = EBNA-1 inhibitor; E = PREPL inhibitor; F = LYPLA1 counter; G = pPAFAH FP inh; H = LYPLA2 counter; I = PAFAH1B3 inh
Cc1cccc(-n2ncc(C#N)c2N)c1
  A: -5 | B: -4 | C: -1 | D: -6 | E: 5 | F: -4 | G: 3 | H: -3 | I: -2

O=C(CS(=O)(=O)c1ccccc1)NC1CCCCC1
  A: 10 | B: 7 | C: 2 | D: -7 | E: 8 | F: 2 | G: -2 | H: 2 | I: 5

COc1cc(OC)cc(-c2nc(N)n[nH]2)c1
  A: 2 | B: 0 | C: 0 | D: 2 | E: 0 | F: -2 | G: 3 | H: 5 | I: 6

CCOc1ccccc1OCCCC(=O)NC1CCCc2ccccc21 (centres undefined)
  A: 8 | B: -1 | C: -8 | D: -14 | E: -10 | F: 2 | G: 2 | H: 5 | I: 6

COc1ccc2oc(=O)c(-c3csc(Nc4cccc(O)c4)n3)cc2c1
  A: -2 | B: 40* | C: -9 | D: -5 | E: 36 | F: 1 | G: 23 | H: 16 | I: 29*

COc1ccc2nc(COC(=O)c3cccc([N+](=O)[O-])c3)c(C(C)=O)[n+]([O-])c2c1
  A: 9 | B: 4 | C: -6 | D: 1 | E: 16 | F: 5 | G: 8 | H: 3 | I: 6

Cc1c(NC(=O)CC(C)C)c(=O)n(-c2ccccc2)n1C
  A: 4 | B: 0 | C: -9 | D: 5 | E: 19 | F: 0 | G: 6 | H: -1 | I: 1

CCC1CCCCN1CCCNC(=O)Cn1c(=O)c2cccn2c2ccccc21 (centres undefined)
  A: 4 | B: 2 | C: -1 | D: 3 | E: -1 | F: 0 | G: 5 | H: 2 | I: 4

CCOC(=O)N1CCN(C2=CC(=O)OC23CCCCC3)CC1
  A: -2 | B: 5 | C: 7 | D: -11 | E: 12 | F: -1 | G: -1 | H: 0 | I: 2

CCOC(=O)c1c(NC(=O)C[n+]2ccc(N(C)C)cc2)sc(C)c1C
  A: 10 | B: 1 | C: 10 | D: -8 | E: 2 | F: 1 | G: -2 | H: -5 | I: 2

O=C(COc1ccccc1[N+](=O)[O-])OCC(=O)N1CCC(Cc2ccccc2)CC1
  A: -1 | B: 3 | C: -6 | D: -8 | E: 14 | F: 5 | G: 1 | H: 3 | I: -1

COC(=O)C1=C(C)NC(C)=C(C(=O)OC)C1C(=O)OCCN1C(=O)c2ccccc2C1=O
  A: 3&3 | B: 4&0 | C: -6 | D: -8 | E: 6 | F: -4 | G: -5 | H: -1 | I: 9&4

Cc1ccc(NC(c2ccccc2)c2nc3ccccc3[nH]c2=O)cc1 (centres undefined)
  A: 4 | B: -1 | C: 1 | D: 4 | E: 2 | F: -2 | G: -1 | H: -1 | I: 6

CCN1CCCC1CNC(=O)C1CCCN(S(=O)(=O)c2cccc3nsnc23)C1 (centres undefined)
  A: 2 | B: 0 | C: -10 | D: -6 | E: -5 | F: 2 | G: 4 | H: 7 | I: 4

CCOc1nc2cnccc2n(CC(=O)Nc2c(F)c(F)cc(F)c2F)c1=O
  A: 5 | B: 7 | C: 4 | D: -4 | E: -52 | F: -3 | G: -1 | H: -2 | I: 13

O=C(O)COc1ccccc1-c1ccccc1
  A: 3 | B: 16 | C: 7 | D: -2 | E: 12 | F: 3 | G: -1 | H: -5 | I: 1

C#CCOCCOCCOCCNc1nc(N2CCN(C(=O)[C@H](CCCCN)n3cc([C@@H](N)C(C)CC)nn3)CC2)nc(N2CCN(C(=O)[C@H](Cc3cc4ccccc4[nH]3)n3cc([C@@H](N)C(C)CC)nn3)CC2)n1 (some centres undefined)
  A: 2 | B: -2 | C: nt | D: nt | E: 57* | F: nt | G: -2 | H: nt | I: 8

Cc1ccc(S(=O)(=O)N2CCC(=O)N(CCOC(=O)Nc3ccc(C)c(C)c3)CC2)cc1
  A: 0 | B: 16 | C: -15 | D: -6 | E: 15 | F: 3 | G: 11 | H: 1 | I: 0

Cc1c(Cl)cccc1NC(=O)CCCn1nc([N+](=O)[O-])cc1C
  A: -1 | B: 0 | C: 1 | D: -7 | E: 5 | F: -5 | G: 0 | H: -5 | I: 2

COC(=O)c1cc(N2CCNCC2)nc2ccccc12
  A: -2 | B: -1 | C: 5 | D: 9 | E: 1 | F: -2 | G: 1 | H: 2 | I: -6

CSc1cccc(NC(=O)/C=C/c2ccccc2)c1
  A: -9 | B: 1 | C: 1 | D: -3 | E: 12 | F: -11 | G: -11 | H: -7 | I: 3

CN1CCN(c2ccccc2NC(=O)c2c(F)cccc2F)CC1
  A: 1 | B: 0 | C: 6 | D: -2 | E: -1 | F: 2 | G: -1 | H: 3 | I: 6

CCOc1ccc(-n2c(Cc3ccccc3)nnc2SCc2c(C)noc2C)cc1
  A: -5 | B: -1 | C: -3 | D: -3 | E: 6 | F: 0 | G: 2 | H: -3 | I: 3

CCCC(=O)Nc1ccc2c(c1)nc(CCN1CCCCC1)n2C
  A: -4 | B: 5 | C: -2 | D: 7 | E: 0 | F: 0 | G: 0 | H: 6 | I: 3

COc1ccc(C)cc1NC(=O)CN1C(=O)COc2ccc(S(=O)(=O)N3CCOCC3)cc21
  A: 0 | B: 1 | C: 3 | D: 3 | E: 7 | F: 0 | G: 6 | H: 0 | I: 9

Keys: A = PAFAH2 FP inh; B = PAFAH1B2 FP inh; C = ZTA DNA inh; D = EBNA-1 inhibitor; E = PREPL inhibitor; F = LYPLA1 counter; G = pPAFAH FP inh; H = LYPLA2 counter; I = PAFAH1B3 inh
C#CCNC(=O)C1=C[C@@H](C2CC2)C[C@@H](OCCCCO)O1
  A: -10 | B: 9 | C: 3 | D: 10 | E: 3 | F: -1 | G: 4 | H: -8 | I: 0

O=C1NCC(NC(=O)C(F)(F)F)c2cc3c(cc21)OCO3 (centres undefined)
  A: -1 | B: 3 | C: 2 | D: 3 | E: -1 | F: 1 | G: 3 | H: 0 | I: 5

COC(=O)C1=C(C)n2cnnc2NC1c1ccc(Cl)cc1 (centres undefined)
  A: -5 | B: 3 | C: 18 | D: 5 | E: -12 | F: 2 | G: -2 | H: -2 | I: 2

CCN(CC(=O)Nc1ccc(NC(C)=O)cc1)C(=O)c1cccc(S(=O)(=O)N2CCc3ccccc3C2)c1
  A: -4 | B: 7 | C: 6 | D: -11 | E: 11 | F: 2 | G: -2 | H: -1 | I: 7

Cc1onc(-c2c(F)cccc2Cl)c1C(=O)Nc1c(C)n(C)n(-c2ccccc2)c1=O
  A: 2 | B: 1 | C: -2 | D: -9 | E: -3 | F: -1 | G: 0 | H: -3 | I: 6

CCOC(=O)C1(CCc2ccccc2)CCN(C(=O)CCc2cnccn2)CC1
  A: 3 | B: 3 | C: 3 | D: 3 | E: 1 | F: 2 | G: 3 | H: 1 | I: 5

CCOc1ccc(C(=O)OC(C)C(=O)N2CCN(Cc3ccccc3)CC2)cc1 (centres undefined)
  A: -1 | B: 3 | C: nt | D: nt | E: 9 | F: nt | G: 2 | H: nt | I: 2

CC(C)(C)NC(=O)C1Cc2ccccc2CN1 (centres undefined)
  A: 3 | B: 6 | C: -12 | D: -13 | E: 11 | F: 1 | G: 3 | H: 0 | I: 6

Cc1ccccc1C(=O)N1CCC(C(=O)NC(C)c2ccc(-n3ccnc3)cc2)CC1 (centres undefined)
  A: -1 | B: 11 | C: 2 | D: 7 | E: 2 | F: -2 | G: -4 | H: -3 | I: 14

O=C(O)COc1ccc(/C=N/Nc2nc(Nc3ccccc3)nc(N3CCCCC3)n2)cc1
  A: 1 | B: 2 | C: 1 | D: -4 | E: -1 | F: 4 | G: 3 | H: 1 | I: -4

Cc1cccc(OCCC(=O)Nc2c(C)n(C)n(-c3ccccc3)c2=O)c1
  A: -4 | B: -3 | C: 14 | D: -1 | E: 9 | F: 0 | G: -3 | H: 0 | I: 7

CCCS(=O)(=O)c1nc(S(=O)(=O)c2ccc(C)cc2)c(N2CCC(O)CC2)s1
  A: 4 | B: -5 | C: -6 | D: -10 | E: 1 | F: -4 | G: 1 | H: -9 | I: -5

Cc1cc(C)n(-c2nc3ccccc3s2)n1
  A: -3 | B: 1 | C: 16 | D: 2 | E: -4 | F: 3 | G: 3 | H: -2 | I: 3

CN(C)S(=O)(=O)c1ccc(C(=O)N2CCN=C2SCc2cccnc2)cc1
  A: 0 | B: -2 | C: -9 | D: -5 | E: -4 | F: 0 | G: -1 | H: 3 | I: 11

Nc1cc(OC(=O)c2ccco2)nn1S(=O)(=O)c1ccc(F)cc1
  A: 1 | B: 6 | C: 14 | D: 2 | E: 2 | F: -6 | G: 4 | H: -3 | I: 0

CCOC(=O)Cc1csc(SCc2nc3sc4c(c3c(=O)[nH]2)CCC4)n1
  A: -1 | B: 8 | C: 18 | D: -4 | E: -5 | F: -1 | G: -1 | H: 5 | I: 3

O=C(CSc1nc2ncccc2[nH]1)c1ccc2c(c1)OCO2
  A: nt | B: nt | C: 15 | D: 3 | E: 3 | F: 1 | G: 9 | H: 1 | I: nt

CCc1nc(C)c(C#N)c2cc(OC)c(OC)cc12
  A: 3 | B: 3 | C: -11 | D: 0 | E: 5 | F: 0 | G: 11 | H: -2 | I: 1

C=CCSC1=NNC(c2ccc(C(C)(C)C)cc2)=NN1
  A: -4 | B: 0 | C: -8 | D: 1 | E: -1 | F: 0 | G: 2 | H: 4 | I: 3

CC(C)c1c(O)nc(SCCN2CCOCC2)[nH]c1=O
  A: 0 | B: -4 | C: -10 | D: -12 | E: 2 | F: -4 | G: -12 | H: -10 | I: -4

CC(C)(C)/C=N/NC(=O)CNC(=O)c1ccc2c(c1)OCCO2
  A: 16 | B: 2 | C: -4 | D: 7 | E: -15 | F: 2 | G: 1 | H: 10 | I: 8

Cc1cc(N=Nc2ccccc2C(=O)O)c(C)c(C)c1O
  A: 8 | B: -1 | C: -1 | D: 8 | E: 2 | F: -2 | G: 19 | H: -12 | I: 3

Cn1cccc1Cc1nnc(SCC(N)=O)n1CCc1ccccc1
  A: -3 | B: 13 | C: 10 | D: -6 | E: 6 | F: 2 | G: 7 | H: -2 | I: 15

COc1ccc(NC(=O)CNC(=O)C23CC4CC(CC(C4)C2)C3)c(OC)c1
  A: 4 | B: 8 | C: 4 | D: 1 | E: 12 | F: 1 | G: -8 | H: -1 | I: -2

CCCc1cc(=O)oc2cc(OCC(=O)NC3CC(C)(C)NC(C)(C)C3)ccc12
  A: -1 | B: -2 | C: 15 | D: 3 | E: 0 | F: 0 | G: 4 | H: -3 | I: 2

CC(C)CN(CC(C)C)C(=O)COn1nnc2ccc(S(=O)(=O)N3CCOCC3)cc21
  A: 3 | B: 3 | C: -1 | D: nt | E: -1 | F: 0 | G: 2 | H: -3 | I: 2

CCCCCCC(=O)NCC(=O)OCC(=O)c1ccccc1
  A: 2 | B: -3 | C: 5 | D: 0 | E: 7 | F: 2 | G: 6 | H: 6 | I: 5

COc1cc(OC)cc(C(=O)NC2CCN(C(=O)N3c4ccccc4Sc4ccccc43)CC2)c1
  A: -5 | B: -6 | C: 13 | D: 7 | E: -8 | F: -8 | G: 1 | H: 0 | I: -10

Screening results from PubChem.
